LDHA inh: inhibitors of human lactate dehydrogenase A; P00338; actives 0.15% (n = 480,000); purified LDHA, NADH/diaphorase-resazurin fluorescence; stronger effect = lower value; AID 1347041; activity change, % (values are at about 110 or 230 µM); in the data active means activity change below about -30%; inconclusive means mostly about -25% to -30%;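 further: plate controls were DMSO wells for no effect and wells without enzyme for full effect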
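Remaining NADH was detected by diaphorase (0.133 mg/mL) converting 37 µM resazurin to fluorescent resorufin, read at 0 and 20 minutes. The preceding 5-minute room-temperature reaction used 2 nM LDHA, 0.2 mM sodium pyruvate and 0.06 mM NADH at pH 7.4.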
POLK inh: blocks human DNA polymerase kappa activity; Q9UBT6; purified Pol kappa, fluorescent DNA synthesis assay, 10 min; Potency, µM (series often up to 107 µM), for the others: top-dose activity, negative = inhibition, actives largely listed as inhibitors; actives 0.53% (n = 400,000); AID 588579; further: potency means the concentration at half of the fitted maximal effect; on the % scale 0 is the no-effect control and ±100 the full control effect
Target sequence (Q9UBT6 whole entry, looked up): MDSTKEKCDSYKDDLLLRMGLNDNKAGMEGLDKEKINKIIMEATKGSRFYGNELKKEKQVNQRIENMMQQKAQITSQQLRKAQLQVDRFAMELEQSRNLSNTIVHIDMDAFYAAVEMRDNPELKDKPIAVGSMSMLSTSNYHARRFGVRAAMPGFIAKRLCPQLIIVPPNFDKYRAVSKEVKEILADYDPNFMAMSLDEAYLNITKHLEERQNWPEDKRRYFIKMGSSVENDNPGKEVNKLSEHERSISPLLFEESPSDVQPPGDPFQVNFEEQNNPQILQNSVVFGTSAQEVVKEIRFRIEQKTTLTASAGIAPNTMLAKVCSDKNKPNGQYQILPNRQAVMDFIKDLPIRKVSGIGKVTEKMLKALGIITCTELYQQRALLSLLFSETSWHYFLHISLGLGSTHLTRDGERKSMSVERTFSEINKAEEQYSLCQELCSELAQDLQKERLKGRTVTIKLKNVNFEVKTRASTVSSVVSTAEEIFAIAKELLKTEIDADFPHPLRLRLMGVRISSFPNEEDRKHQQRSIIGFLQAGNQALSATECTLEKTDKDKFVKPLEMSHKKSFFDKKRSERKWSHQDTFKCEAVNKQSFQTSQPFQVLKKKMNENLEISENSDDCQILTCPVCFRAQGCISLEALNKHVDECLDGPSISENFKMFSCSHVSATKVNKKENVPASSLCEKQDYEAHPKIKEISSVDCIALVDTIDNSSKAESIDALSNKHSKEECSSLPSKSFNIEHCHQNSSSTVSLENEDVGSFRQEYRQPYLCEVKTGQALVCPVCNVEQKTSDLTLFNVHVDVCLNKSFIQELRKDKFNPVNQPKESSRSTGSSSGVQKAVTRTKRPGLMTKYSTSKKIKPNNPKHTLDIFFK
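Readout: fluorescence, taken kinetically at 0 and 10 min. Conditions: 10 nM Pol kappa, 15 min RT compound preincubation, 50 nM substrate final. Controls: enzyme-free buffer wells.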
Apoferritin bind: candidate novel general anesthetic via apoferritin binding; Potency, µM (titrated, usually from 77.5 µM), without a hit: at the highest dose activity change, negative = displacement, usual class: inhibitors; P02791; actives 0.074% (n = 350,000); apoferritin/1-aminoanthracene competitive binding, fluorescence; further: potency means the concentration at half of the fitted maximal effect; on the % scale 0 is the no-effect control and ±100 the full control effect; nearly all actives have a fitted effect of over 20% in size
Target sequence (P02791 2-175 limits assumed): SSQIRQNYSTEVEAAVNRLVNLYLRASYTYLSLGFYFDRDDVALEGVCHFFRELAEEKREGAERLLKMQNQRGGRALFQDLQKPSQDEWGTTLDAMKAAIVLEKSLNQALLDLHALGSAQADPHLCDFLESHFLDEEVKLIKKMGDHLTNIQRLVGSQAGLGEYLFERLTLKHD
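In PBS, apoferritin at 10 uM is loaded with 1-AMA from a 50% saturated solution. After 10 min of compound exposure at ambient temperature, reduced 535 nm fluorescence indicates probe displacement.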
Glioma ERSR ind: induces the endoplasmic reticulum stress response in human glioma cells. AID 602332. Potency, µM, for the others: at the top dose activation, most hits filed as activators. actives 0.02% (n = 420,000). U87-MG GRP78 promoter luciferase reporter, 16 h; further: potency means the concentration at half of the fitted maximal effect; series mostly up to about 76 µM; % of control where 0% means no effect; nearly all actives have a fitted effect of over 35% in size
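Stably transfected U87-MG glioma cells carrying a GRP78-based luciferase sensor; 16 h compound incubation. Luminescence end-point read 10 min after Bright-Glo addition at room temperature.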
POLB inh: blocks human DNA polymerase beta activity | AID 485314 | actives 1.3% (n = 340,000) | P06746 | Pol beta primer extension/strand displacement, fluorescence kinetic | Potency, µM (doses to about 114 µM), for the others: at the highest dose activity change, negative = inhibition, most hits filed as inhibitors; further: potency means the concentration at half of the fitted maximal effect; on the % scale 0 is the no-effect control and ±100 the full control effect
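Pol beta (10 nM) was preincubated with compound for 15 min at room temperature. The reaction was then started with 50 nM substrate and read immediately and after a further 10 min at room temperature.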
APEX1 inh: blocks human APE1 abasic DNA cleavage. P27695. recombinant APE1, TAMRA/BHQ-2 abasic DNA cleavage fluorescence. Potency, µM (series often up to 65.8 µM), without a hit: top-dose activity change, negative = inhibition, most hits filed as inhibitors. actives 0.35% (n = 350,000). AID 2517;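 further: potency means the concentration at half of the fitted maximal effect; plate controls were vehicle for no effect and reference inhibitor for full effect; nearly all actives have a fitted effect of over 55% in size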
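Kinetic fluorescence read (525 ex/598 em nm, three reads 60 s apart) of AP-site incision; signal = third minus first read. Enzyme 0.75 nM, dual-labelled THF duplex 50 nM, compound preincubation 15 min RT.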
POLI inh: DNA polymerase iota (human) inhibition | Pol iota fluorescent replication assay, 10 min | Q9UNA4 | actives 1% (n = 390,000) | Potency, µM (doses to about 115 µM), for inactives: at the highest dose activity, negative = inhibition, actives largely listed as inhibitors; further: potency means the concentration at half of the fitted maximal effect
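Pol iota at 10 nM preincubated 15 min with compounds at room temperature; reaction started with fluorescent substrate, 50 nM final. Fluorescence read kinetically at 0 and 10 min; buffer-only wells as negative control.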
POLH inh: inhibitors of human DNA polymerase eta; Potency, µM (top dose mostly 114 µM), inactives show at the top dose activity change, negative = inhibition, actives largely listed as inhibitors; recombinant Pol eta, fluorescent DNA replication assay; AID 588591; actives 1.2% (n = 390,000); Q9Y253; further: potency means the concentration at half of the fitted maximal effect; on the % scale 0 is the no-effect control and ±100 the full control effect
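Pol eta (10 nM) was preincubated with compounds for 15 min at room temperature, after which fluorescent replication substrate (50 nM final) was added to start the reaction. Fluorescence was read kinetically at 0 and 10 min.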
BLM inh: inhibitors of human Bloom syndrome helicase BLM; recombinant BLM DNA unwinding, fluorescence dequenching; Potency, µM (top dose mostly 56.1 µM), inactives show at the top dose activity change, negative = inhibition, most hits filed as inhibitors; actives 0.2% (n = 350,000); AID 2528;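 further: potency means the concentration at half of the fitted maximal effect; plate controls were vehicle for no effect and no enzyme for full effect; nearly all actives have a fitted effect of over 35% in size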
Starred values were filed as active, the others as inactive; ? = inconclusive; nt = no result given; & = joins results of further samples; [ ] = dose if it differs, or a comment. Unless noted, the call rests on the fitted dose curve; in most records, active means well fitted curve in the direction sought with a large enough effect; inconclusive means small, poorly fitted or top-dose-only effect, or another doubt; inactive means no such curve, though single readings can be large; an effect the other way counts as inactive or inconclusive. Some of the compounds tested (hit frequency here may not be typical).

No.	SMILES	LDHA inh	POLK inh	Apoferritin bind	Glioma ERSR ind	POLB inh
1	O=C(O)c1cc2c([nH]c1=O)CCCC2	10	7%	2%	-3%	-4%
2	N#Cc1cc2cc3c(cc2nc1SCC(=O)N1CCOCC1)OCO3	-6	-24%	-5%	3%	0%
3	CC[C@H]1OC(=O)[C@H](C)[C@@H](O[C@H]2C[C@@](C)(OC)[C@@H](O)[C@H](C)O2)[C@H](C)[C@@H](O[C@@H]2O[C@H](C)C[C@H](N(C)C)[C@H]2O)[C@](C)(O)C[C@@H](C)C(=NOCOCCOC)[C@H](C)[C@@H](O)[C@]1(C)O	-1	-20%	-11%	2%	48%
4	COc1ccccc1-n1ccnc1SCC(=O)NCC1CCCO1 (stereo unspecified)	-1	12%	-3%	-2%	-2%
5	CCCCSc1c(C)c2cc3c(cc2[nH]c1=O)OCO3	2	-14%	4%	11%	-5%
6	c1ccc2cc(Sc3ncnc4c3oc3ccccc34)ccc2c1	1	6%	-11%	4%	35%
7	CCOc1ccc(/C=C2\CCc3ccccc3C2=O)cc1	-2	-7%	-14%	4%	-14%
8	CCc1ccc(NC(=O)CSc2nncn2-c2cccnc2)cc1	-7	-8%	-4%	0%	45%
9	O=C(CCn1cnc2ccccc2c1=O)Nc1nc(-c2ccc(Br)cc2)cs1	-3	0%	37%[activator]	-3%	1%
10	Cc1cccc(C(=O)NCC(=O)OCC(=O)NC2CCCCCCC2)c1	-4	-13%	nt	-3%	nt

No.	APEX1 inh	POLI inh	POLH inh	BLM inh
1	-3%	10%	12%	2%
2	18%[12.4 µM]	12%	-3%	-1%
3	-18%	2%	-7%	-1%
4	41%	1%	-21%	-1%
5	5%	-12%	-4%	-7%
6	2%	-8%	-9%	-1%
7	-2%	17%	7%	-7%
8	3%[12.4 µM]	58%[activator]	-10%	1%
9	3%	-2%	-14%	-3%
10	0%	-2%	-22%	nt

Overlap with the part before: three compounds, then new ones.
No.	SMILES	LDHA inh	POLK inh	Apoferritin bind	Glioma ERSR ind	POLB inh
8	CCc1ccc(NC(=O)CSc2nncn2-c2cccnc2)cc1	-7	-8%	-4%	0%	45%
9	O=C(CCn1cnc2ccccc2c1=O)Nc1nc(-c2ccc(Br)cc2)cs1	-3	0%	37%[activator]	-3%	1%
10	Cc1cccc(C(=O)NCC(=O)OCC(=O)NC2CCCCCCC2)c1	-4	-13%	nt	-3%	nt
11	Cc1nc2ccccc2c(=O)n1NC(=O)c1ccc(F)cc1Cl	0	-7%	-8%	-1%	4%
12	CC1CCCN(C(=O)Cn2c(-c3nonc3N)nc3ccccc32)C1 (stereo unspecified)	2	-8%	-16%	-3%	32%
13	CCCn1c(=NC(=O)c2c(-c3c(F)cccc3Cl)noc2C)c(C(=O)OCC)cc2c(=O)n3ccccc3nc21	-7	-15%	1%&15%	-4%	34%[activator]
14	CS(=O)(=O)c1cc([N+](=O)[O-])c(Sc2nc3ccccc3[nH]2)c([N+](=O)[O-])c1	23	-5%	-19%	-11%	-2%
15	CS(=O)(=O)NCCSCc1c(Cl)cccc1Cl	-8	-3%	?	-4%	15%
16	CCOc1cc(NC(=S)NCC2CCCO2)c(OCC)cc1NC(=O)CC (stereo unspecified)	-13	-16%	-5%	-4%	-3%
17	CCCCn1c(SCC(=O)c2ccc3c(c2)NC(=O)CO3)nc2cc(S(N)(=O)=O)ccc21	-6	-1%	-20%	0%	15%
18	Cc1ccc(NC(=O)c2nc(SCc3ccccc3F)ncc2Cl)cc1	0	-4%	nt	-4%	nt
19	COc1ccc(/C(N)=N/OC(=O)CSc2ccc(C)cc2)cc1OC	0	-4%	35%[activator]	-4%	0%
20	COc1ccc(NC(=S)N2CCN(Cc3ccccc3)CC2)c(OC)c1	-4	4%[60.1 µM]	-5%	-3%	0%

No.	APEX1 inh	POLI inh	POLH inh	BLM inh
8	3%[12.4 µM]	58%[activator]	-10%	1%
9	3%	-2%	-14%	-3%
10	0%	-2%	-22%	nt
11	4%	4%	0%	3%
12	3%	8%	-16%	-5%
13	20%	-12%	-7%	-6%&-15%
14	10%	?	-4%	-2%
15	15%	4%[58.9 µM]	-11%	0%
16	6%	14%	-26%	-2%
17	-13%	29%	-18%	-7%
18	nt	9%	nt	nt
19	4%	14%	-10%	-9%
20	5%	?	-4%	-1%

Remaining list, next part.
No.	SMILES	LDHA inh	POLK inh	Apoferritin bind	Glioma ERSR ind	POLB inh
21	COc1ccc(C2C(C(=O)Nc3ccc(F)cc3)=C(C)Nc3nc(CCCO)nn32)cc1 (stereo unspecified)	1	13%	-8%	-3%	1%
22	O=[N+]([O-])c1ccc(COc2cccc(CNc3ccc(F)cc3)c2)cc1	8	-6%	?	-2%	?
23	CCOC(=O)C(NCc1ccc2c(c1)OCO2)(NC(=O)CC)C(F)(F)F (stereo unspecified)	-4	-2%	-8%	?	15%
24	CC(=O)N(C)C(c1ccc(N(C)C)cc1)c1nnnn1-c1c(C)cccc1C (stereo unspecified)	3	-8%	-8%	-1%	50%
25	CC(C)c1ccc(CNc2nc3nc4c(c(=O)n3[nH]2)CCC4)cc1	1&-2	2%	-3%	0%	72%
26	COc1ccccc1CC(NC(C)=O)C(=O)NC1CCN(C(=O)Nc2ccccc2F)CC1 (stereo unspecified)	-7	7%	4%	-4%	-1%
27	CCOC(=O)C(Cc1ccc(O)cc1)NC(C)=O (stereo unspecified)	nt	-3%[60.1 µM]	0%	-2%	nt
28	CCN1CCN(S(=O)(=O)c2cccc(S(=O)(=O)N3CCOCC3)c2)CC1	-5	-12%	-4%	-4%	-19%
29	COCCN1C(=O)C(=O)/C(=C(/O)c2ccc(S(=O)(=O)N3CCOCC3)cc2)C1c1ccc(O)c(OC)c1 (stereo unspecified)	-2	-8%	-8%	-4%	0%
30	CN(C)c1ccc(C(=O)c2ccccc2)cc1	-8	-7%	-15%	7%	15%

No.	APEX1 inh	POLI inh	POLH inh	BLM inh
21	-1%	14%	-17%	-5%
22	10%	12%	-13%	-11%
23	0%	-13%	-14%	0%
24	-1%	11%	-10%	2%
25	16%	11%	-6%	-1%
26	-1%	36%[activator]	-24%	-2%
27	1%	nt	nt	2%
28	1%	15%	-10%	2%
29	-6%	13%	-9%	-2%
30	-1%	10%	-10%	-5%

(more compounds)
No.	SMILES	LDHA inh	POLK inh	Apoferritin bind	Glioma ERSR ind	POLB inh
31	COCCNC(=O)C(=O)NCC(c1cccnc1)N1CCN(c2ccccc2F)CC1 (stereo unspecified)	-3	-8%	1%	-3%	-1%
32	COC(=O)c1cc2occc2n1Cc1nc(-c2ccccc2F)oc1C	-3&-6	4%&-2%	-8%&3%	-3%&-2%	3%&3%
33	CC(=O)Nc1cccc(NC(=O)Nc2cccc(F)c2)c1	0	-3%	-3%	-2%	2%
34	CCOc1ccc2nc(NC(=S)N(C)C)sc2c1	-1	-7%	-13%	-2%	0%
35	COc1ccc(C2CC(c3ccccc3C(F)(F)F)=NN2c2ccc(S(N)(=O)=O)cc2)cc1 (stereo unspecified)	-3	-1%	nt	-2%	nt
36	O=C(/C=C/c1ccc2c(c1)OCO2)NCCSCc1ccc(Cl)cc1	2	-2%	?	-3%	-3%
37	COC(=O)C1CCN(C(=O)CCCOc2ccccc2)CC1	-1	-4%	3%	-3%	-14%
38	Cc1cccc(Oc2c([N+](=O)[O-])c(=O)n(C)c3ccccc23)c1	-2	-29%	?	?	19%
39	CCCCCCCCCCCCCCCCCC(=O)NCC(COP(=O)([O-])OCC[N+](C)(C)C)OCC (stereo unspecified)	nt	-15%[60.1 µM]	nt	?	0%[57.1 µM]
40	Cc1cc(C)c(C)c(S(=O)(=O)Nc2ccccc2C(=O)NCCCn2ccnc2)c1C	-9	-9%	0%	0%	-19%
41	N/C(=N\OC(=O)c1cccs1)c1cccc(Br)c1	-8	4%	-18%	5%	?
42	CCCCCn1c(CCCNC(=O)c2ccc(Cl)cc2)nc2ccccc21	2	-15%	-13%	0%	-1%
43	CC(=O)c1ccc(N2CCN(C(=O)Cc3cccs3)CC2)cc1	0	-14%	-9%	3%	36%

No.	APEX1 inh	POLI inh	POLH inh	BLM inh
31	nt	25%	-21%	0%
32	-2%	-9%&11%	-19%&-11%	-1%&-4%
33	-4%	-9%	-9%	-5%
34	18%	0%	-16%	-12%
35	-4%	11%	-20%	nt
36	-4%	14%	-3%	-3%
37	2%	9%	-12%	-2%
38	3%	?	-4%	-7%
39	-6%	-9%[58.9 µM]	-3%[57.1 µM]	nt
40	-6%	1%	-9%	2%
41	1%	22%	2%	-5%
42	nt	-26%	-8%	-5%
43	2%	35%[activator]	0%	2%

Sorted by molecular weight (highest first): some entries from above.
No.	SMILES	LDHA inh	POLK inh	Apoferritin bind	Glioma ERSR ind	POLB inh
40	Cc1cc(C)c(C)c(S(=O)(=O)Nc2ccccc2C(=O)NCCCn2ccnc2)c1C	-9	-9%	0%	0%	-19%
32	COC(=O)c1cc2occc2n1Cc1nc(-c2ccccc2F)oc1C	-3&-6	4%&-2%	-8%&3%	-3%&-2%	3%&3%
41	N/C(=N\OC(=O)c1cccs1)c1cccc(Br)c1	-8	4%	-18%	5%	?
37	COC(=O)C1CCN(C(=O)CCCOc2ccccc2)CC1	-1	-4%	3%	-3%	-14%
33	CC(=O)Nc1cccc(NC(=O)Nc2cccc(F)c2)c1	0	-3%	-3%	-2%	2%

No.	APEX1 inh	POLI inh	POLH inh	BLM inh
40	-6%	1%	-9%	2%
32	-2%	-9%&11%	-19%&-11%	-1%&-4%
41	1%	22%	2%	-5%
37	2%	9%	-12%	-2%
33	-4%	-9%	-9%	-5%
